Assay outcomes (PubChem)
Rab9 promoter act – Rab9 promoter activation. Huh7 Rab9 promoter-luciferase reporter, luminescence, 24 h. Potency, µM (doses to about 9.22 µM), without a hit: at the top dose activation, negative = inhibition, most hits filed as activators. 2.8% of 320,000 active. AID 485297; note: % of control where 0% means no effect; nearly all actives have a fitted effect of over 60% in size
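Quantitative HTS format; Huh7 Rab9-luciferase reporter cells (1500/well) receive compound 2 h post-plating, incubate 24 h at 37 °C, then get luciferase reagent for 10 min before luminescence reading.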
BRCA1 expr act – increases BRCA1 expression. AID 624202. MCF7-BRCA1-FFLuc reporter, luminescence, 48 h; response scale: scaled: vehicle 0%, 10 µM genistein 100%. 1.1% of 380,000 active. Potency, µM (titrated, usually from 46.1 µM), for the others: top-dose activation, most hits filed as activators; note: nearly all actives have a fitted effect of over 80% in size; some results filed as inactive show a strong effect at the top dose
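Quantitative HTS in MCF7 cells stably reporting BRCA1 expression via firefly luciferase. Compound treatment lasts 48 h at 37 °C in phenol-red free MEM. Activation is expressed relative to genistein at 10 microM and DMSO.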
p53 reactivator – re-activators of mutant p53; H1299 p53-A138V BP100-luciferase reporter, luminescence, 24 h; Potency, µM (titrated, usually from 92.2 µM), inactives show at the top dose activity change, positive = activation, hits mostly activators; AID 504706; 0.063% of 320,000 active; note: % of control where 0% means no effect; nearly all actives have a fitted effect of over 45% in size
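H1299 (p53-null), stable ts p53-A138V + BP100-Luc; 1000 cells/well, Opti-MEM/10% FBS; cpd 4 pt, 1:5; 24 h, 37 deg C, 5% CO2; detection reagent 10 min RT; luminescence.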
FLuc counter – inhibits or activates purified firefly luciferase, miR-21 counter-screen; purified FLuc, Km substrates, luminescence inhibition; Potency, µM (doses to about 57.5 µM), for the others: at the top dose activity change, negative = inhibition, most hits filed as inhibitors; 6.9% of 360,000 active; P08659; AID 588342;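 note: plate controls were vehicle for no effect and reference inhibitor for full effect; nearly all actives have a fitted effect of over 55% in size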
Target sequence (P08659 whole entry, looked up): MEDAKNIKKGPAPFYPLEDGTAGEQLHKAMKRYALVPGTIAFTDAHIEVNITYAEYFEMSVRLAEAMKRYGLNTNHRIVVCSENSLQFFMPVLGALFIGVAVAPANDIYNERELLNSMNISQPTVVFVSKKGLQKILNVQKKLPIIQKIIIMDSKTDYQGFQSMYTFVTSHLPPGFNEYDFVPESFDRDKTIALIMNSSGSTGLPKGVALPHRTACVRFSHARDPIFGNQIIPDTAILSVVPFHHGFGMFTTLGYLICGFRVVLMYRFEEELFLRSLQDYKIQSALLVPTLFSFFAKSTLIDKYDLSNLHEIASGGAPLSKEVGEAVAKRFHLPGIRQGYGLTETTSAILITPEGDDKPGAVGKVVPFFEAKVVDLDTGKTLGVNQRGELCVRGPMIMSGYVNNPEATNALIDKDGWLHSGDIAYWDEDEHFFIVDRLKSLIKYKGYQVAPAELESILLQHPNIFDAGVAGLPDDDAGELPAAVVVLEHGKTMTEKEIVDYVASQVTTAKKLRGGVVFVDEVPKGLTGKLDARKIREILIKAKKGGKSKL
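Purified P. pyralis luciferase (10nM final) with 10uM D-luciferin and 10uM ATP (Km levels) in 50mM Tris acetate pH 7.5, 10mM Mg acetate, 0.01% Tween-20, 0.05% BSA; qHTS 6-point titration, ~60 µM downward; luminescence read.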
MBNL1 CUG block – blocks human MBNL1 binding to CUG repeat RNA; TR-FRET MBNL1-His/biotin-(CUG)12 binding, 665/545 ratio; AID 2675; 0.036% of 280,000 active; Potency, µM (top dose mostly 57.5 µM), for the others: at the highest dose activity change, negative = inhibition, hits mostly inhibitors; Q9NR56; active = well fitted inhibition curve with a large enough effect in the signal ratio, with a control signal flat, not every such curve was filed as active; inconclusive = small, poorly fitted or top-dose-only effect, or effect the other way, or a change in a side signal; inactive = no such curve, though single readings can be large or run the other way; the % refers to the signal ratio; note: % is set by controls: 0 for no effect and ±100 for the full control effect
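His-tagged MBNL1 binding to biotinylated (CUG)12 RNA was measured by TR-FRET using terbium anti-His antibody (0.055 ng/ul final) and streptavidin-XL665 (5 nM final). Compounds were titrated 92 nM to 58 uM; 60 min at room temperature.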
Gal4-VP16 FLuc – counter-screen for ROR gamma inhibitors: Gal4-VP16 reporter. Drosophila S2 Gal4-VP16 UAS-luciferase, luminescence, 20 h. Potency, µM (highest dose often 53.6 µM), for inactives: at the highest dose activity, negative = inhibition, actives largely listed as inhibitors. 3.5% of 310,000 active. AID 2546;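 note: Gal4-VP16 expression switched on by copper sulfate through the metallothionein promoter; % is set by controls: 0 for no effect and ±100 for the full control effect; nearly all actives have a fitted effect of over 50% in size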
uPA surface inh – cell surface uPA generation inhibition; cell surface uPA generation assay, qHTS; Potency, µM (top dose mostly 38.3 µM), for the others: at the highest dose activity change, negative = inhibition, hits mostly inhibitors; 0.31% of 330,000 active; AID 540303; active = well fitted inhibition curve with a large enough effect; inconclusive = small, poorly fitted or top-dose-only effect; inactive = no such curve, though single readings can be large or run the other way; tested in mouse RAW 264.7 cells; note: % is set by controls: 0 for no effect and ±100 for the full control effect; nearly all actives have a fitted effect of over 55% in size
ELG1 genotox – induces genotoxicity in HEK293T cells with luciferase-tagged ELG1; 1.3% of 330,000 active; Potency, µM (top dose mostly 46 µM), inactives show top-dose activity change, positive = activation, usual class: activators; HEK293T ELG1-luciferase reporter, luminescence, 16 h; note: % of control where 0% means no effect; nearly all actives have a fitted effect of over 60% in size
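Luminescence read-out: rising ELG1-luciferase signal, reflecting elevated ELG1 protein under genetic stress, flags genotoxic compounds. Cells were treated for 16 hr at 37 °C before ONE-Glo detection.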
NPC1 promoter act – activates the NPC1 promoter; AID 485313; Huh7 NPC1 promoter luciferase reporter, 24 h; 2.4% of 320,000 active; Potency, µM (series often up to 9.22 µM), inactives show at the top dose activation, most hits filed as activators;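 note: % of control where 0% means no effect; nearly all actives have a fitted effect of over 60% in size; reporter is driven by a mutant NPC1 promoter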
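Readout is luciferase luminescence, reflecting NPC1 promoter activation in stably transfected Huh7 cells after 24 h compound exposure at 37 °C in reduced-serum medium with 10% FBS.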
RORg inh – ROR gamma (mouse) transcription inhibition. Drosophila S2 Gal4-RORgamma UAS-luciferase reporter, 20 h. Potency, µM (top dose mostly 53.6 µM), for the others: top-dose activity change, negative = inhibition, actives largely listed as inhibitors. 5.4% of 310,000 active; note: % is set by controls: 0 for no effect and ±100 for the full control effect; nearly all actives have a fitted effect of over 60% in size
Target sequence (P51450 whole entry, looked up, the tested form may be a part): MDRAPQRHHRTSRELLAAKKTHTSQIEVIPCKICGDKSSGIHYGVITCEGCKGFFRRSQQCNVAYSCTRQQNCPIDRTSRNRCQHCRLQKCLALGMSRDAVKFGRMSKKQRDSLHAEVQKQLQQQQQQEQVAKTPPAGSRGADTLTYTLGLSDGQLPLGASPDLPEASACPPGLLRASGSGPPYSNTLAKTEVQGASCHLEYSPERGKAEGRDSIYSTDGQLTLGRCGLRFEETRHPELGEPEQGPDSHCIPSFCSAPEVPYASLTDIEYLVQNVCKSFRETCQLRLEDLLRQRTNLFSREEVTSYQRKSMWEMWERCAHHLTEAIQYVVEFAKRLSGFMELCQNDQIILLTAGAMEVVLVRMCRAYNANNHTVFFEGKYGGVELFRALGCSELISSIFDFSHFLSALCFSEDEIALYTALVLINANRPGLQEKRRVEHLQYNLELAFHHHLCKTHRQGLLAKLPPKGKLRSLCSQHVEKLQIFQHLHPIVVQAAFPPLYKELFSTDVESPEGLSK
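Luminescence from a UAS-regulated Photinus luciferase reporter in stably transfected Drosophila Schneider cells is measured; decreased signal marks ROR gamma inhibition. Fusion expression is induced by 700 uM copper sulfate for 20 hr.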
The depositor's hits bear a star; [ ] = remark or other dose. Unless noted, calls come from the whole dose curve; as a rule, active = well fitted curve in the direction sought with a large enough effect; inconclusive = small, poorly fitted or top-dose-only effect, or another doubt; inactive = no such curve, though single readings can be large; an effect the other way counts as inactive or inconclusive. Potency is the fitted concentration of half-maximal effect.

Screening CC(NC(=O)c1ccc([N+](=O)[O-])cc1[N+](=O)[O-])c1ccc(-c2ccccc2)cc1 (stereo not given) returned Rab9 promoter act -0.7%, BRCA1 expr act -31.5%, p53 reactivator -7.5%, FLuc counter 0.7%, MBNL1 CUG block inconclusive, Gal4-VP16 FLuc inconclusive, uPA surface inh -0.1%, ELG1 genotox 5.0%, NPC1 promoter act -2.2% and RORg inh inconclusive.
`Nc1cc(N)nc(SCc2cccnc2)n1` gave Rab9 promoter act 0.3%, BRCA1 expr act 35.9%, p53 reactivator -4.9%, FLuc counter -6.1%, MBNL1 CUG block -4.6%, Gal4-VP16 FLuc -2.3%, uPA surface inh 12.0%, ELG1 genotox 0.5%, NPC1 promoter act 1.3% and RORg inh 26.2%.
Screening CCCCCN(C(=O)NC(=O)NCCCC)S(C)(=O)=O returned Rab9 promoter act 3.0%, BRCA1 expr act 0.7%, p53 reactivator -1.1%, FLuc counter 1.6%, MBNL1 CUG block 3.1%, Gal4-VP16 FLuc 9.6%, uPA surface inh 5.9%, ELG1 genotox -0.1%, NPC1 promoter act 1.5% and RORg inh -25.1%.
For CC1=C(C)C(=O)N(CCC(=O)O)C1=O the results were Rab9 promoter act -5.3%, BRCA1 expr act 4.6%, p53 reactivator 2.1%, FLuc counter 4.8%, MBNL1 CUG block 1.0%, Gal4-VP16 FLuc -2.0%, uPA surface inh -2.7%, ELG1 genotox -0.7%, NPC1 promoter act -0.6% and RORg inh 0.0%.
Screening Cc1[nH]c2ccccc2c1/C=N/NC(=S)NC(C)C returned Rab9 promoter act -5.1%, BRCA1 expr act -17.7%, p53 reactivator -0.3%, FLuc counter inconclusive, MBNL1 CUG block 2.3%, Gal4-VP16 FLuc 7.08µM*, uPA surface inh 1.5%, ELG1 genotox 0.0%, NPC1 promoter act 0.7% and RORg inh 2.51µM*.
Screening COc1ccc(CN=C2NC(=O)CC(C(=O)Nc3ccccc3C)S2)cc1 (stereo not given) returned Rab9 promoter act -3.0%, BRCA1 expr act -9.7%, p53 reactivator -10.0%, FLuc counter 1.0%, MBNL1 CUG block -17.5%, Gal4-VP16 FLuc -0.1%, uPA surface inh 4.5%, ELG1 genotox -0.1%, NPC1 promoter act -1.3% and RORg inh -16.6%.
For O=C(CN1C(=O)NC2(CCCC2)C1=O)Nc1cccc(C(F)(F)F)c1 the results were Rab9 promoter act -0.4%, BRCA1 expr act -0.5%, p53 reactivator -3.3%, FLuc counter -1.4%, MBNL1 CUG block -2.8%, Gal4-VP16 FLuc 13.4%, uPA surface inh 1.1%, ELG1 genotox 1.1%, NPC1 promoter act 1.6% and RORg inh 21.8%.
Screening Cc1ccc(-c2cnn(-c3ccccc3)c2N)cc1 returned Rab9 promoter act 1.12µM*, BRCA1 expr act 20.5%, p53 reactivator inconclusive, FLuc counter 1.35µM*, MBNL1 CUG block 1.3%, Gal4-VP16 FLuc inconclusive, uPA surface inh inconclusive, ELG1 genotox inconclusive, NPC1 promoter act 0.447µM* and RORg inh inconclusive.
`O=C(Nc1nc(-c2ccncc2)cs1)c1ccc(F)cc1` gave Rab9 promoter act 21.4%, BRCA1 expr act 19.4%, p53 reactivator 4.5%, FLuc counter 1.6%, MBNL1 CUG block 0.1%, Gal4-VP16 FLuc -4.5%, uPA surface inh -3.2%, ELG1 genotox 7.7%, NPC1 promoter act 6.1% and RORg inh 1.8%.
Screening O=C(/C=C\c1ccc2c(c1)OCO2)Nc1c2c(nn1-c1ccc(Cl)cc1)CSC2 returned Rab9 promoter act -6.1%, BRCA1 expr act -23.5%, p53 reactivator -9.1%, FLuc counter -19.2%, MBNL1 CUG block 0.2%, Gal4-VP16 FLuc -6.5%, uPA surface inh 7.0%, ELG1 genotox -2.4%, NPC1 promoter act -2.6% and RORg inh -3.4%.
O=C(CCc1ccccc1)NNC(=O)COc1ccc(Cl)cc1 was read as Rab9 promoter act -2.6%, BRCA1 expr act -20.6%, p53 reactivator -9.1%, FLuc counter 0.2%, MBNL1 CUG block 4.4%, Gal4-VP16 FLuc -1.5%, uPA surface inh -1.1%, ELG1 genotox 13.8%, NPC1 promoter act -0.2% and RORg inh -16.9%.
`COc1cc(C(=O)N/N=C/c2ccc(OC(=O)c3ccccc3Cl)cc2)ccc1O` gave Rab9 promoter act 0.0%, BRCA1 expr act -2.2%, p53 reactivator 6.2%, FLuc counter inconclusive, MBNL1 CUG block 10.6%, Gal4-VP16 FLuc -6.4%, uPA surface inh -15.0%, ELG1 genotox 5.4%, NPC1 promoter act -1.3% and RORg inh 33.7%.
`CCCCN(CCCC)Cc1ccc(C(=O)NNC(=O)Nc2ccc(Cl)cc2)o1` gave Rab9 promoter act -0.1%, BRCA1 expr act -5.7%, p53 reactivator inconclusive, FLuc counter inconclusive, MBNL1 CUG block -7.1%, Gal4-VP16 FLuc -2.1%, uPA surface inh 2.6%, ELG1 genotox -8.5%, NPC1 promoter act -0.8% and RORg inh -9.5%.
COc1ccc(/C=C(\C#N)C(=O)OCC(=O)Nc2ccc(-c3nc4ccc(C)cc4s3)cc2)cc1 was read as Rab9 promoter act 0.398µM*, BRCA1 expr act 19.2%, p53 reactivator 6.4%, FLuc counter 1.69µM*, MBNL1 CUG block 5.3%, Gal4-VP16 FLuc 2µM*, uPA surface inh -11.8%, ELG1 genotox 0.651µM*, NPC1 promoter act 0.447µM* and RORg inh 0.501µM*.
Screening Cc1ccc(NC(=S)N(CCCN2CCC(C)CC2)Cc2ccco2)cc1 returned Rab9 promoter act -2.8%, BRCA1 expr act 0.0%, p53 reactivator -2.5%, FLuc counter -4.0%, MBNL1 CUG block -4.4%, Gal4-VP16 FLuc 2.2%, uPA surface inh 4.4%, ELG1 genotox 0.9%, NPC1 promoter act -2.3% and RORg inh -10.4%.
Screening O=C(CN1C(=O)C2CC=C(Cl)CC2C1=O)Nc1ccc(C(=O)O)cc1 (stereo not given) returned Rab9 promoter act -1.3%, BRCA1 expr act 6.2%, p53 reactivator 6.6%, FLuc counter -0.3%, MBNL1 CUG block 2.9%, uPA surface inh -2.5%, ELG1 genotox -0.8%, NPC1 promoter act 0.6% and RORg inh -12.7%[0.365 µM].
Screening CCOC(=O)CC(=O)Nc1ccsc1C(N)=O returned Rab9 promoter act -2.8%, BRCA1 expr act -26.2%, p53 reactivator 1.6%, FLuc counter -0.3%, MBNL1 CUG block -7.9%, Gal4-VP16 FLuc -10.1%, uPA surface inh -1.5%, ELG1 genotox 0.6%, NPC1 promoter act -3.8% and RORg inh -25.2%.
O=c1[nH]c(/C=C/c2ccccc2[N+](=O)[O-])nc2ccccc12 was read as Rab9 promoter act inconclusive, BRCA1 expr act -35.4%, p53 reactivator 6.7%, FLuc counter 4.1%, MBNL1 CUG block -14.2%, Gal4-VP16 FLuc -3.1%, uPA surface inh 4.1%, ELG1 genotox 8.0%, NPC1 promoter act inconclusive and RORg inh inconclusive.
Screening CCOC(=O)C1(CCc2ccccc2)CCN(C(=O)C(C)n2cncn2)CC1 (stereo not given) returned Rab9 promoter act -17.4%, BRCA1 expr act 0.0%, p53 reactivator 1.8%, FLuc counter -0.9%, MBNL1 CUG block -9.1%, Gal4-VP16 FLuc 17.8%, uPA surface inh -1.9%, ELG1 genotox -3.0%, NPC1 promoter act -2.3% and RORg inh -24.3%.
Screening CN(Cc1ccn[nH]1)C(=O)C1CCC(=O)N(Cc2cccc(C(F)(F)F)c2)C1 (stereo not given) returned Rab9 promoter act -3.4%, BRCA1 expr act 5.7%, p53 reactivator 19.2%, FLuc counter 3.9%, MBNL1 CUG block 1.6%, Gal4-VP16 FLuc 3.8%, uPA surface inh 6.6%, ELG1 genotox 1.2%, NPC1 promoter act -1.3% and RORg inh -6.3%.
`CCOC(=O)[C@H]1[C@H]2COc3ccc(C)cc3[C@@H]2N2C(=O)c3cc(C)ccc3NC(=O)[C@@]12C` gave BRCA1 expr act -2.9%, p53 reactivator -11.8%, uPA surface inh 6.8% and ELG1 genotox 1.7%.
For NC(=O)COC(=O)[C@H](Cc1ccccc1)NS(=O)(=O)c1ccc2c(c1)OCCO2 the results were Rab9 promoter act -3.4%, BRCA1 expr act -9.3%, p53 reactivator 2.7%, FLuc counter 1.4%, uPA surface inh 27.4%, ELG1 genotox -0.3% and NPC1 promoter act -1.0%.
For O=C(CS(=O)(=O)c1ccccc1)Nc1cccnc1 the results were Rab9 promoter act -2.5%, BRCA1 expr act -6.7%, p53 reactivator 1.9%, FLuc counter -0.7%, MBNL1 CUG block 1.7%, Gal4-VP16 FLuc 0.4%, uPA surface inh 2.3%, ELG1 genotox 0.2%, NPC1 promoter act -3.1% and RORg inh -6.7%.
`CCCS(=O)(=O)c1c(S(=O)(=O)CCC)c2ccc(C(C)=O)cn2c1C(=O)OC` gave Rab9 promoter act -8.8%, BRCA1 expr act -49.5%, p53 reactivator 2.5%, FLuc counter 5.0%, MBNL1 CUG block 12.6%, Gal4-VP16 FLuc 7.4%, uPA surface inh -8.2%, ELG1 genotox -0.5%, NPC1 promoter act -0.7% and RORg inh -0.7%.
O=C(Nc1nnc(CCc2ccccc2)s1)c1ccco1 was read as Rab9 promoter act inconclusive, BRCA1 expr act 67.4%, p53 reactivator inconclusive, FLuc counter 6.0%[2.3 µM], MBNL1 CUG block -4.5%, Gal4-VP16 FLuc 5.7%, uPA surface inh -13.3%, ELG1 genotox inconclusive, NPC1 promoter act 18.8% and RORg inh -8.9%.
